AMA1-RON2 inh – inhibitors of Plasmodium falciparum AMA1-RON2 interaction; hit rate 0.2% among 360,000; AID 720542; AlphaScreen AMA1-biotinylated RON2 peptide binding; Potency, µM (doses to about 58.2 µM), inactives show top-dose activity change, negative = inhibition, most hits filed as inhibitors;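 note: potency is the fitted concentration of half-maximal effect; 0% = vehicle wells and -100% = peptide control; nearly all actives have a fitted effect of over 45% in size; some results filed as inactive show a strong effect at the top dose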
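AMA1 (3D7) with his tag at 25 nM final met compounds first, then biotinylated RON2 peptide at 25 nM; detection used donor plus acceptor beads, 10 µg/mL apiece, read by AlphaScreen after 30 min at room temperature.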
Tb PYK inh – T. brucei pyruvate kinase inhibition; hit rate 0.12% among 410,000; Potency, µM (top dose mostly 76.8 µM), for the others: at the highest dose activity, negative = inhibition, usual class: inhibitors; Q57TT1; TbPYK enzyme, Kinase-Glo Plus ATP luminescence, 45 min; note: potency is the fitted concentration of half-maximal effect; nearly all actives have a fitted effect of over 50% in size
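TbPYK + substrate in 50 mM TEA pH 7.2, 100 mM KCl, 10 mM MgCl2, 0.05% BSA, 0.01% Tween-20; cpd pinned; ADP 130 uM final; 45 min RT; Kinase-Glo Plus 10 min; luminescence endpoint.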
AmpC inh no detg – inhibitors of E. coli AmpC beta-lactamase without detergent; P00811; AmpC nitrocefin hydrolysis, absorbance 480 nm, 0.0001% Triton; Potency, µM (top dose mostly 57.1 µM), inactives show at the highest dose activity change, negative = inhibition, most hits filed as inhibitors; hit rate 0.52% among 330,000;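 note: potency is the fitted concentration of half-maximal effect; plate controls were no compound for no effect and no enzyme for full effect; nearly all actives have a fitted effect of over 20% in size; some results filed as inactive show a strong effect at the top dose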
Target sequence (P00811 whole entry, looked up): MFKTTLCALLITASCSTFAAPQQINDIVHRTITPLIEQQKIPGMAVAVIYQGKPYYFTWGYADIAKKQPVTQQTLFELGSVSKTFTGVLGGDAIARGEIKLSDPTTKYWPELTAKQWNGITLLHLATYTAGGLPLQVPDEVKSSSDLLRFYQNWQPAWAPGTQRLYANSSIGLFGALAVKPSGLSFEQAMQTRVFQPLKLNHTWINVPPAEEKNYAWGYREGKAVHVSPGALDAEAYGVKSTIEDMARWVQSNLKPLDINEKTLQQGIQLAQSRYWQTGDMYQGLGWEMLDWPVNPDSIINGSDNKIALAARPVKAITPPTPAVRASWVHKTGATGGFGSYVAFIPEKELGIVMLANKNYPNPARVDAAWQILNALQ
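20 mM phosphate pH 7.0 + 0.01% (detergent screen) or 0.0001% Triton X-100; 5.3 nM AmpC reagent; cpd preinc 15 min RT; nitrocefin (800 uM stock) to start; A480 q20 s × 4 min; Activity was normalised to no-enzyme and no-compound control wells.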
AmpC inh detg – blocks E. coli AmpC beta-lactamase in detergent assay | AmpC hydrolysis of nitrocefin, absorbance 480 nm, 0.01% Triton | hit rate 0.041% among 370,000 | Potency, µM (series often up to 114 µM), inactives show at the top dose activity change, negative = inhibition, usual class: inhibitors;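 note: potency is the fitted concentration of half-maximal effect; 0% = no-compound wells and -100% = no-enzyme wells; nearly all actives have a fitted effect of over 25% in size; some results filed as inactive show a strong effect at the top dose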
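AmpC (5.3 nM in the dispensed reagent) in 20 mM phosphate pH 7.0 with 0.01% (detergent screen) or 0.0001% Triton X-100 was preincubated with compounds for 15 min at room temperature. Nitrocefin was then added from an 800 uM solution, and hydrolysis was followed at 480 nm.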
HCV inhibitor – HCV inhibition; Huh7.5.1 HCVcc-Cre infection, luciferase reporter, 44 h; Potency, µM (top dose mostly 41.8 µM), for inactives: at the highest dose activity change, negative = inhibition, most hits filed as inhibitors; hit rate 3.4% among 340,000; note: potency is the fitted concentration of half-maximal effect
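Infectious HCV cell culture screen: compound-treated cells (1,000/well, pre-plated 4 h) are infected with HCVcc-Cre at roughly 0.5 moi and grown 44 h. Infection is quantified by luciferase signal after 15 min substrate incubation at room temperature.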
HCMV antiviral – blocks human cytomegalovirus replication; activity change, negative = inhibition, % at 57.5 µM; AID 1259415; HFF cells, HCMV-luciferase reporter, 72 h; hits give low values; hit rate 4.5% among 410,000; in the data active = activity change below about -60%; inconclusive = no clear call, values can overlap the other calls; inactive = above about -39%
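Screen run at 2 compound doses on HFFs infected with reporter HCMV, MOI 1 PFU/cell. Luciferase activity from cell lysates at 72 h post infection gave inhibition relative to buffer-only and Salinomycin wells.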
LmPK inh – LmPK (Leishmania mexicana) enzyme inhibition | Q27686 | purified LmPK, Kinase-Glo ATP luminescence, 1 h | Potency, µM (titrated, usually from 57.5 µM), without a hit: top-dose activity change, negative = inhibition, hits mostly inhibitors | hit rate 0.37% among 290,000; note: potency is the fitted concentration of half-maximal effect
Target sequence (Q27686 whole entry, looked up): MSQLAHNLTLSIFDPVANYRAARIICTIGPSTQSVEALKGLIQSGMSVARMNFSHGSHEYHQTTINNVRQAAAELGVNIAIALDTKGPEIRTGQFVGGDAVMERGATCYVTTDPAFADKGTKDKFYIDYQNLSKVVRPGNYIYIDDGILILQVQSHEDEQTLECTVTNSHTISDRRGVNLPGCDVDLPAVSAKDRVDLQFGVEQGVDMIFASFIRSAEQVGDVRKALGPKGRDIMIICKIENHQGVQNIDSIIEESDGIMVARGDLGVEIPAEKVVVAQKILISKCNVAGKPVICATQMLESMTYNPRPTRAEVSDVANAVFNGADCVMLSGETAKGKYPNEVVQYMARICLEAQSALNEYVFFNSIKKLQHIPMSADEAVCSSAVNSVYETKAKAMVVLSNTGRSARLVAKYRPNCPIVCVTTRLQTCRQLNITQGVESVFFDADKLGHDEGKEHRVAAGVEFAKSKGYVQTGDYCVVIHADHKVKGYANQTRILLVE
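Screened at intermediate enzyme activity to detect both inhibitors and activators: LmPK at 0.1 nM, with a 0.5 nM enzyme column as activation reference. PEP 0.5 mM, ADP 0.1 mM; ATP detected by luminescence after 1 h.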
An asterisk follows results filed as active; u = inconclusive; x = no result given; [ ] = dose if it differs, or a comment. Unless noted, calls come from the whole dose curve; as a rule, active = well fitted curve in the direction sought with a large enough effect; inconclusive = small, poorly fitted or top-dose-only effect, or another doubt; inactive = no such curve, though single readings can be large; an effect the other way counts as inactive or inconclusive. Unless noted, % is set by controls: 0 for no effect and ±100 for the full control effect. Rows are unselected (roughly 7.5% active in at least one column).

SMILES | AMA1-RON2 inh | Tb PYK inh | AmpC inh no detg | AmpC inh detg | HCV inhibitor | HCMV antiviral | LmPK inh
Cc1cccc(N2CCN(C(=O)/C=C/c3cccs3)CC2)c1C | 7%[11.6 µM] | -2% | 17% | -3% | -5% | 3 | 0%
Cn1cc(CN2CCN(c3ncccn3)CC2)c(-c2cccc(Cl)c2)n1 | -18% | 2% | 158%[activator] | -2% | 7% | -1 | -2%
Cc1ccc(S(=O)(=O)CCC(=O)Nc2cccc(C)c2)cc1 | -20% | 7% | -50% | -3% | 23% | -30 | -3%
O=S(=O)(c1ccc(F)cc1)N1CC=C(c2ccccc2)CC1 | -2% | 2% | -31% | 4% | 6% | 31 | 8%
COc1ccc(N2CC(NC(=O)Cc3cccs3)CC2=O)cc1OC (stereo not drawn) | x | -15% | x | 4% | x | 14 | x
COc1ccc(Cl)cc1NC(=O)Cn1nnc2sc3c(c2c1=O)CCC(C(C)(C)C)C3 (stereo not drawn) | x | 2% | x | 9% | x | -10 | x
COc1ccc(NC(=O)CSc2nc(SC)ns2)cc1 | 7% | 13% | -28% | 1% | -15% | 14 | -3%
CCC(=O)N1CCN=C1SCc1cccc(C(F)(F)F)c1 | -1% | 2% | 21% | -2% | 10% | -23 | 0%
c1ccc2[nH]c(NN=C3CCCCCC3)nc2c1 | 17% | -3% | -58% | 4% | -1% | u | u
CCC(C)NC(=O)CSc1nnc(-c2c[nH]c3ccccc23)o1 (stereo not drawn) | -18% | -14% | -27% | 1% | -33% | 48 | -12%
CCCCCCSc1nsc(N)n1 | -17% | -6% | x | -8% | 22% | 84 | -4%
Cc1cccc(NC(=O)C2C3C=CC4(O3)C2C(=O)N(CCCN2CCCC2)C4C(=O)NC2CCCC(C)C2C)c1 (stereo not drawn) | -8% | -1% | 61%[activator] | u | -22% | 5 | 4%
CCOC(=O)C(CC)c1cc2n(c(=O)c1C#N)CCC21OCCO1 (stereo not drawn) | 0% | -10% | x | x | x | -10 | x
COCc1cc(C)nc(OCC(=O)N/N=C/c2ccc(O)cc2O)c1C#N | 21% | -13% | -22% | -2% | -7% | 1 | 2%
Cc1ccccc1C(=O)NNC(=O)C1CCN(c2ncccn2)CC1 | 32%[activator] | 0% | -10% | u | 5% | -19 | -6%
Cc1ccc(S(=O)(=O)NCCc2csc(-c3ccc(Cl)cc3)n2)cc1 | x | 2% | x | -1% | x | u | x
CN(C)c1cccc(C(=O)NNC(=S)NC2CC3CCC2C3)c1 (stereo not drawn) | 39%[activator] | -5% | -44% | 5% | 6% | 54 | -9%
COC(=O)COc1ccc(S(=O)(=O)N2CCN(c3ccccc3)CC2)cc1 | -6% | 4% | 32% | -1% | 15% | -5 | 1%
S=c1[nH]ccc2ccccc12 | 62%[activator] | -28% | x | x | 3% | 33 | x
CCCN1/C(=C(/C#N)C2=NS(=O)(=O)c3ccccc32)N(C)c2ccccc21 | 6% | -8% | 2% | -13% | -11% | 23 | 5%
Cc1nc(NS(=O)(=O)c2ccccc2C)c2c3c(sc2n1)CCC3 | -3% | 1% | -3% | 2% | 15% | 24 | 0%
O=C1Nc2ccc(F)cc2C12Nc1ccccc1-c1nnc(SCc3ccccc3)nc1O2 (stereo not drawn) | -9% | -3% | 18µM* | -10% | 14% | 24 | 2%
Cc1oc2c(C)c3oc(=O)c4c(c3cc2c1C)CCC4 | 11% | 7% | -27% | -7% | 1% | 26 | 0%
CCOP(=O)(OCC)C(NC(=O)c1cccs1)C(F)(F)F (stereo not drawn) | 15% | 1% | 22%[11.4 µM] | -13% | -6% | -18 | 2%
COc1ccc(Nc2ncnc3c2cnn3C)c(OC)c1 | x | -15% | x | -3% | x | -3 | x

Among those listed so far, these have an NH in an aromatic ring.
SMILES | AMA1-RON2 inh | Tb PYK inh | AmpC inh no detg | AmpC inh detg | HCV inhibitor | HCMV antiviral | LmPK inh
c1ccc2[nH]c(NN=C3CCCCCC3)nc2c1 | 17% | -3% | -58% | 4% | -1% | u | u
CCC(C)NC(=O)CSc1nnc(-c2c[nH]c3ccccc23)o1 (stereo not drawn) | -18% | -14% | -27% | 1% | -33% | 48 | -12%
S=c1[nH]ccc2ccccc12 | 62%[activator] | -28% | x | x | 3% | 33 | x

Following part:
SMILES | AMA1-RON2 inh | Tb PYK inh | AmpC inh no detg | AmpC inh detg | HCV inhibitor | HCMV antiviral | LmPK inh
COc1cccc2cc(C(=O)NCc3ccc(C)cc3)c(=N)oc12 | 21% | 1% | -23% | -2% | 14% | -4 | 11%
O=C(CCN1C(=O)CSc2ccccc21)Nc1ccc(OC(F)(F)F)cc1 | -6% | 0% | -2% | 2% | u | -31 | x
COc1ccc(NC(=O)c2ccc3c(c2)C(=O)N(CC2CCCO2)C3=O)c(OC)c1 (stereo not drawn) | 8% | 2% | 20% | -8% | 9% | -29 | 8%
O=S(=O)(CCN1CCN(c2ccccn2)CC1)c1ccc(Cl)cc1Cl | 0% | 0% | 43% | 7% | -3% | -9 | 6%
O=C1c2ccccc2S(=O)(=O)c2cc(C(=O)N3CCN(c4c(Cl)cncc4Cl)CC3)ccc21 | -22% | 3% | x | x | u | -25 | x
CCc1ccc(NC(=O)NC(C)c2ccc3c(c2)OCO3)cc1 (stereo not drawn) | 13% | 3% | -50% | -2% | -12% | -5 | 2%
Cc1ccc(C)c(N2CCN(S(=O)(=O)c3c(C(=O)N4CCCCC4)c(C)n(C)c3C)CC2)c1 | -13% | 5% | 206%[activator] | -7% | 3% | 0 | -8%
COc1ccc(OC)c(C2NC(=O)N(C)C(C)=C2C(=O)OCc2ccccc2)c1 (stereo not drawn) | -1% | -1% | 40% | 2% | -11% | 10 | 1%
Cc1ccc(-c2nc(CN3C(=O)CN=C(c4ccccc4Cl)c4cc(Cl)ccc43)c(C)o2)cc1 | x | -6% | x | -5% | x | u | x
CCN1CCCC1CNC(=O)c1cc([N+](=O)[O-])c(N(C)C)cc1OC (stereo not drawn) | -4% | 3% | -9% | -5% | -3% | 47 | -2%
O=C(O)c1cc(N/N=C/c2ccc(OCc3ccccc3)cc2)ccc1Cl | 3% | 2% | -27% | 4% | 10% | 15 | -10%
CCOC(=O)N1CCc2c(sc(NCc3cccs3)c2C(=O)Nc2cc(OC)ccc2OC)C1 | x | u | x | 5% | x | -14 | x
Cc1ccc2c(c1)c(C)c(C)n2CC(O)Cn1nc(C)c(Br)c1C (stereo not drawn) | -14% | -1% | 22% | u | -13% | -17 | 3%
COc1cccc(/C=C/C(=O)OCC(=O)Nc2ccc3c(c2)OCO3)c1 | 1% | 1% | x | x | x | -97* | x
Cc1ccc(-c2ccccc2NC(=O)CS(=O)CC(=O)Nc2ccc(C)c(Cl)c2)o1 (stereo not drawn) | 40%[activator] | -22% | -21% | -2% | u | u | 2%
CSCCC(NC(=O)c1ccccc1)C(=O)N1CCN(Cc2ccc(Cl)cc2)CC1 (stereo not drawn) | -4% | -4% | 89%[activator] | 3% | u | -37 | x
CS(=O)(=O)N(CC(=O)N1CCCCC1)c1ccc(Cl)c(C(F)(F)F)c1 | -3% | 4% | 58% | 5% | 7% | 13 | -2%
CCOC(=O)C1NN=C(C(=O)c2ccccc2)C1c1ccc(Cl)cc1 (stereo not drawn) | 1% | -4% | -33% | -13% | u | u | -1%
O=C(CNC(=O)C(c1ccccc1)c1ccccc1)N/N=C\c1cccc(O)c1 | 15% | -5% | -48% | 2% | -8% | -22 | 2%
Clc1nssc1=Nc1ccccc1 | -10% | u | -25% | -10% | -10% | x | -17%
O=C(c1ccc(-c2ccc(Cl)cc2)o1)N1CCN(S(=O)(=O)c2cccs2)CC1 | -19% | 0% | -9% | -6% | u | -61* | x
Fc1ccc(/C=N/n2c(-c3cccs3)n[nH]c2=S)cc1 | 41%[activator] | u | -31% | 3% | -3% | -39 | -16%
Cc1ccc(S(=O)(=O)/C(C#N)=C/c2c(Oc3ccc(Cl)cc3)nc3c(C)cccn3c2=O)cc1 | x | x | -27% | -20% | 9% | x | -1%
O=C(c1ccc(F)cc1)C1CCN(C(=O)Nc2ccc(F)cc2)CC1 | 17% | -10% | -24% | -10% | u | u | -1%
S=c1nc(-c2ccc(Br)cc2)oc2c1CCCC2 | 18% | 6% | -20% | -6% | -6% | 96 | 2%

Next section.
SMILES | AMA1-RON2 inh | Tb PYK inh | AmpC inh no detg | AmpC inh detg | HCV inhibitor | HCMV antiviral | LmPK inh
O=C(NCCN1CCOCC1)c1ccc(/C=C2\Sc3ccccc3N(Cc3ccccc3F)C2=O)cc1 | -23% | 2% | 165%[activator] | -4% | u | -35 | 7%
CCN1CCN(Cc2ccc(NC(=O)Nc3cccs3)cc2)CC1 | -2% | -3% | -27% | -2% | -3% | 63 | -2%
Nc1c(Cl)ncnc1N1CCOCC1 | 1% | 0% | -11% | -9% | 0% | -9 | 5%
COc1ccc(-n2nc3c(c2NC(=O)COc2ccccc2F)CS(=O)(=O)C3)cc1 | 15% | -6% | -19% | -9% | x | u | -2%
Cc1ccc(C(C)NC(=O)c2cc3ccccc3oc2=O)cc1C (stereo not drawn) | 6% | -2% | 6% | -7% | 8% | 59 | -2%
Cc1cccc(-n2c(N)cc(=O)nc2SC(C)C(=O)NC2CCCCC2)c1 (stereo not drawn) | x | x | -15% | -7% | x | x | -1%
Cc1nc(N2CCN(C)CC2)c2sc(=S)n(-c3ccccc3)c2n1 | -1% | 5% | -11% | -9% | -16% | -2 | -2%
Cc1ccc(C)c(C(=O)CSc2n[nH]c(C)n2)c1 | 9% | u | -18% | u | 4% | -33 | 3%
Cc1ccc(NC(=O)C(=O)NCCOc2ccc(Cl)cc2)c(C)c1 | -4% | -6% | -52% | -17% | -5% | -17 | 0%
CCOC(=O)C1(C)C=C(Nc2ccc(OC)cc2)C(=O)N1c1ccc(OC)cc1 (stereo not drawn) | -10%[11.6 µM] | 2% | -12% | u | 6% | 31 | 7%
C=CCC(C#Cc1ccccc1)[N+](C)(C)CC=C (stereo not drawn) | -5% | 1% | -2% | u | 7% | -10 | 1%
Cc1nnc(NC(=O)CSc2ccc3nnc(-c4ccccn4)n3n2)s1 | -22% | -1% | -10% | 2% | 3% | 10 | 10%[11.5 µM]
COc1ccc(NC(=O)c2cnc(Nc3ccc(C)c(Cl)c3)c3ccccc23)cc1OC | x | -2% | x | 4% | x | -11 | x
CN(C(=O)COC(=O)/C=C/c1cccc([N+](=O)[O-])c1)C1CCS(=O)(=O)C1 (stereo not drawn) | -2% | 3% | 3% | 3% | -6% | -32 | 3%
Cc1ccc(Cc2nc3ccccc3[nH]2)cc1 | 17% | 2% | -41% | -5% | -18% | -23 | 0%
CC(=O)Nc1ccc(Oc2cc(N)cc([N+](=O)[O-])c2)cc1 | -1% | -2% | -14% | 1% | -11% | -19 | 3%
